# Source: PubChem BioAssay (several laboratories)
# Exocytosis inh: lytic granule exocytosis inhibition | TALL-104 LAMP-1 surface exposure, flow cytometry; cells stimulated with thapsigargin and PMA | inhibition, % at 10 µM | 0.66% of 360,000 active;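 active means inhibition above about 55%, limit read from the data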
# ABCB6 inh 2: human ABCB6 transporter inhibition. Q9NP58. K562-ABCB6 porphyrin accumulation, flow cytometry, 1 h; stronger effect = lower value. fluorescence ratio to DMSO, % at 10 µM. 0.19% of 360,000 active;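 active means fluorescence ratio to DMSO below 75%, the collection mean minus 3 SD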;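 further: signal is porphyrin accumulated inside mitochondria; 100% equals median channel fluorescence of DMSO control wells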
# Target sequence (Q9NP58 whole entry, looked up): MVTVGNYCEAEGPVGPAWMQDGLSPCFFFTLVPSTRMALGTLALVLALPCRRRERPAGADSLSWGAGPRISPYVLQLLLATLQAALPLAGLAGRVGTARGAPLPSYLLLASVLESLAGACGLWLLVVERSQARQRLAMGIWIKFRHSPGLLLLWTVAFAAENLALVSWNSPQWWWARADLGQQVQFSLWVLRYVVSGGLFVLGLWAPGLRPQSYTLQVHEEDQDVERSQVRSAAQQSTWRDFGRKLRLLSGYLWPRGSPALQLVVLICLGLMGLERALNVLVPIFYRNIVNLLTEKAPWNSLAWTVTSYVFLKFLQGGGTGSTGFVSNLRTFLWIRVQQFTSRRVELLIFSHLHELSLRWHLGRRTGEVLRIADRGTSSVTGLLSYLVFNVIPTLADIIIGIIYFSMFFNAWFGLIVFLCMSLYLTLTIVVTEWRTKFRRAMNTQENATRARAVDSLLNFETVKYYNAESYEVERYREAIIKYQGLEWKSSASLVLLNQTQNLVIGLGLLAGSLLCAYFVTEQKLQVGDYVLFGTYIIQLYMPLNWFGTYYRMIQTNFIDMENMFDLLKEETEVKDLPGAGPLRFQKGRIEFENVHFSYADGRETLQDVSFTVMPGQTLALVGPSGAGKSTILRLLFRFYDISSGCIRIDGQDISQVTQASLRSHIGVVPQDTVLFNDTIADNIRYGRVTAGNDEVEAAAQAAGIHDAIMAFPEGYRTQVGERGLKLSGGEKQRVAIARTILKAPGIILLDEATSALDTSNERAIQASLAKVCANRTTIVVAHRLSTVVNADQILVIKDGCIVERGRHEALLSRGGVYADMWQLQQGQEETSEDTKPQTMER
# ABHD5-PLIN5 inh: blocks binding of human ABHD5 to perilipin-5; AID 602281; inhibition, % at 4 µM; Q00G26+Q8WTS1; 0.78% of 360,000 active; Split G. princeps luciferase complementation, luminescence, 4 h;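 active means inhibition above the mean inhibition across every tested compound plus 3 SD, cut at about 22% in these data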;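 further: 0% = DMSO only wells and the 100% control is not disclosed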
# aDG glyco act: increases alpha dystroglycan glycosylation; activation, % at 10 µM; Pro5-aDG cells, alpha-DG glycosylation AlphaScreen (IIH6); 0% Pro5, 100% B10-LARGE cell signal; 0.22% of 360,000 active;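 active means activation of at least 8% versus controls, or a plate z-score of at least 8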;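 further: Pro5 are CHO cells carrying HIG-tagged alpha-DG that lacks glycosylation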
# TLR9-MyD88 block: blocks human TLR9 binding to MyD88; Q9NR96+Q99836; CHO BLA complementation TLR9-MyD88, CCF4 FRET ratio; inhibition, % at 4.98 µM; 0.21% of 340,000 active; AID 504734;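 active means inhibition above the mean over all tested compounds plus 3 SD, cut at about 21% in these data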;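 further: 0% = DMSO only wells and 100% = clavulanate BLA inhibitor control wells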
# NOD2 RIPK2 PPI: NOD2-RIPK2 protein interaction inhibition | O43353 | CHO BLA complementation NOD2-RIPK2, CCF4 ratio | inhibition, % at 4.98 µM | 0.38% of 360,000 active; in the data active means inhibition above about 21%;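 further: 0% = vehicle only and 100% = reference blocker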
# Vif inh: blocks HIV Vif function; HEK293T cells, Vif self-association by quenched fluorescence, imaging, 24 h; inhibition, % at 7.49 µM; AID 602346; 0.35% of 340,000 active; in the data active means inhibition above about 50%, passing the limit was not always enough; further: some results filed as inactive read as strong as hits
# Glyco luc inh: N-linked glycosylation inhibition | reporter increase, % at 12.5 µM | AID 588692 | D54 ERlucT glycosylation luciferase reporter, 24 h; percent of 100 nM tunicamycin response | 0.23% of 360,000 active;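 active means mean luciferase reporter signal, scaled so untreated is 0 and the glycosylation-blocking control 100, at or above a set limit in every replicate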;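 further: luciferase carries N-glycosylation sites so blocking glycosylation raises the light; 0% = median of neutral control wells and 100% = median of 100 nM tunicamycin wells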
# MC4R ag barr: human MC4R agonism via beta-arrestin | P32245 | 0.98% of 360,000 active | U2OS MC4R beta-arrestin complementation, luminescence; percent of melanotan II response, DMSO zero | activation, % at 8.9 µM;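 active means activation above a per-plate cutoff, the mean activation of sample wells on that plate plus 3 SD, cut at about 8% in these data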
# MC4R antagonist: human MC4R antagonism in cAMP assay. AID 540295. 0.48% of 360,000 active. MC4R-expressing cells, MTII-stimulated cAMP, LANCE TR-FRET. P32245. inhibition, % at 6.5 µM;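 active means inhibition above its plate's cutoff, the mean of tested wells on that plate plus 3 SD, cut at about 29% in these data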;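 further: 0% = Melanotan II alone and 100% = Melanotan II plus saturating MCL0020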
#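 Material: U2OS-MC4R stable cell line | Reagent: Melanotan II challenge after compound preincubation | Doses: One concentration, 6.5 µM nominal | Incubation: 30-min compound preincubation, 1-h Melanotan II challenge, 1-h detection, room temperature | Signal: TR-FRET cAMP assay | Replicates: One well per compound, no replicates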
# The depositor's hits bear a star; · = not tested or not shown. Only part of the results is shown; count on the stated rates, not on these rows.
mol	Exocytosis inh	ABCB6 inh 2	ABHD5-PLIN5 inh	aDG glyco act	TLR9-MyD88 block	NOD2 RIPK2 PPI	Vif inh	Glyco luc inh	MC4R ag barr	MC4R antagonist
O=C(CCC(=O)N(CC(=O)NC1CCCC1)C1CCCCC1)Nc1ccccn1	-3	102	-5	0.4	-6	-3	0	0	-2.8	8
CCOc1ccc(N(CC(=O)N2CCN(c3ccccc3)CC2)S(=O)(=O)c2c(C)noc2C)cc1	-5	96	2	-0.1	-8	5	-17	-4	2.5	16
CN(C)c1oc(COc2ccccc2F)nc1C#N	2	107	5	0.4	-11	-6	-9	-2	-1.8	6
O=C1c2cccnc2C(Nc2ccc(Br)cc2)N1Cc1cccs1 (configuration not stated)	-10	100	-1	0.0	-9	-2	1	-1	-0.8	-1
O=C(Nc1cc(S(=O)(=O)N2CCCC2)ccc1OCC(F)(F)F)c1ccc(F)cc1	-6	96	-2	0.2	-22	-4	3	-1	-0.3	15
Cn1c(C(=O)Nc2ccc3c(c2)OCO3)cc2sccc21	-2	101	4	0.1	-2	1	0	-6	-0.7	9
CC(=O)c1cccc(NC(=O)CSc2nc3ccccc3c(=O)n2CCCN2CCOCC2)c1	1	90	-2	-0.2	12	-19	14	-3	-0.2	0
CCCN(CC1CC1)C(=O)CSc1ncnc2sc(C)c(C)c12	0	92	0	0.3	-4	-4	-10	0	-0.4	-7
CNC(=O)CSc1nnc(-c2ccc(S(=O)(=O)N3CCCC3)cc2)n1-c1cccc(C)c1C	-6	100	1	-0.2	-6	-3	8	2	-0.7	-2
CCn1c(SCC(=O)Nc2nonc2C)nnc1-c1ccoc1C	0	96	-1	0.1	-13	0	11	0	1.5	6
NC(=O)NCc1ccccc1F	0	101	-8	0.0	·	-8	3	1	0.5	21
O=C(COc1ccc([N+](=O)[O-])cc1)Nc1nc(-c2ccccn2)cs1	2	99	1	0.7	-2	-4	8	-5	-5.1	5
Cc1cc2c(Nc3ccc(O)cc3)ncnc2s1	-1	99	1	-0.2	-1	-8	-1	-1	-1.0	8
Cc1cc(Cl)ccc1NC(=S)NCC(O)c1ccccc1 (configuration not stated)	4	98	-8	0.0	0	0	9	-2	2.0	-3
O=C(N/N=C\C=C\c1ccc(Br)cc1)c1ccc2c(c1)OCO2	6	96	-8	-0.1	-4	-12	3	1	1.1	9
COc1ccc(OCC(=O)Nc2c(C)ccc3nsnc23)cc1	-2	99	-7	0.2	3	3	11	-1	-3.9	-3
O=C(CN1CCc2ccccc2C1)Nc1ccccc1N1CCCCCC1	6	89	-8	0.2	-2	-4	-6	-8	2.6	6
CCOC(=O)c1c(/N=C/c2cc([N+](=O)[O-])ccc2O)sc(C)c1C	-5	98	0	-0.2	-8	-4	3	1	-1.7	4
CCCS(=O)(=O)N1CCC(C(=O)NC2CCCCC2C)CC1 (configuration not stated)	2	96	-4	-0.2	2	8	-15	0	-1.2	1
O=C(O)c1ccccc1C(=O)N1N=C2/C(=C/c3cccc([N+](=O)[O-])c3)CCCC2C1c1cccc([N+](=O)[O-])c1 (configuration not stated)	-1	92	3	-0.1	3	7	15	2	-1.9	5
CC(C)c1ccccc1NC(=O)Nc1ccc2c(c1)OCO2	-3	98	-14	0.1	2	-2	·	0	-1.1	0
CCCS(=O)(=O)NC(=O)C1(C)CCCN(C(=O)c2cc(C(C)(C)C)nn2C)C1 (configuration not stated)	14	100	-3	-0.3	·	-8	18	3	1.8	7
O=C(CSc1nc2[nH]c(=O)cc(O)c2s1)NCCc1ccccc1	9	101	2	0.0	2	1	8	2	-2.8	5
COc1ccccc1Cc1noc(C(C)(C)NC(=O)c2ccccc2)n1	-2	96	9	0.2	-2	10	-6	1	-0.1	4
COc1ccc(NC(=O)N2CCCc3ccccc32)c(OC)c1	0	97	6	0.2	0	-3	12	2	1.8	-6
CCCC(=O)N1CCCC(c2nc(-c3cccc(OC)c3)no2)C1 (configuration not stated)	-2	99	-5	0.1	2	-3	-5	-6	-2.3	14
COc1cccc(C2=NC(C)(C)NC(c3ccccc3O)C2)c1 (configuration not stated)	-1	95	57*	-0.3	-1	7	3	5	4.2	2
O=[N+]([O-])c1ccc2c(c1)ncn2CCc1ccccc1	-3	91	4	0.1	5	-10	5	3	-0.9	-5
c1cc2cn[nH]c2cc1NC1CCCCCC1	7	96	-24	0.0	-3	4	-2	8	0.7	6
Cc1ccc(C)c(-c2cc(C(=O)NCc3cccs3)c3ccccc3n2)c1	1	95	0	0.0	-1	-7	-11	-3	-1.4	2
O=C(NCCN1CCN(C(=O)C(c2ccccc2)c2ccccc2)CC1)C(=O)Nc1ccccc1	8	88	2	-0.1	1	-9	3	-2	-1.1	7
Cc1ccc(NC(=O)CSc2nnc3c(n2)[nH]c2ccccc23)cc1	3	100	2	-0.1	-7	3	18	1	-0.8	17
CC(=O)NCc1ccc(S(=O)(=O)N/N=C/c2ccc(N(C)C)cc2)cc1	0	104	-2	-0.3	-2	-8	-7	0	-0.8	14
CC(C)n1c(N2CCN(S(=O)(=O)c3cccc([N+](=O)[O-])c3)CC2)nc2ccccc21	2	93	-4	0.1	1	-3	-10	-2	-2.2	13
CCC(=O)Nc1nnc(-c2ccco2)o1	10	93	5	0.2	-4	-15	10	1	-0.5	1
O=C(O)c1cc(NS(=O)(=O)c2ccc(N3CCCCC3)c([N+](=O)[O-])c2)cc(C(=O)O)c1	0	97	7	-0.1	9	11	8	-1	0.2	2
COc1cccc(NC(=O)CN(C)CC(=O)NCc2ccc3c(c2)OCO3)c1	8	103	6	-0.2	-4	-2	·	1	-0.9	11
O=C(c1cc(N2C(=O)C3C4CCC(C4)C3C2=O)ccc1Cl)N1CCN(c2ccccc2)CC1 (configuration not stated)	-6	97	2	-0.1	-9	1	-1	-1	-0.7	6
CCCCNC(=O)Cn1cnc2ccc(S(=O)(=O)N3CCC(C)CC3)cc2c1=O	2	100	4	0.3	7	-12	2	-1	1.9	-5
CCN(CC)CCCNc1cc(C(F)(F)F)c(C#N)c2nc3ccccc3n12	3	103	3	0.1	8	14	0	-2	1.1	27
O=C(NCCN1CCN(c2ccccc2)CC1)Nc1cccc(Cl)c1	1	97	4	0.2	-7	3	-4	-4	1.6	11
C(=Cc1c[nH]c2ccccc12)c1ccc2ccccc2n1	-1	325	1	1.7	11	29*	·	-18	-1.4	10
CN(CCc1ccccn1)Cc1ccc(Cl)cc1Cl	2	96	4	0.2	-11	12	6	4	-0.2	20
O=C(C1CCCN(Cc2cc(Br)ccc2O)C1)N1CCCCC1 (configuration not stated)	26	96	9	0.1	-7	-4	1	-1	-0.9	18
c1ccc(SCCc2ccncc2)cc1	2	93	-1	-0.2	1	-7	1	-2	-1.0	-2
CC(NC(=O)OC1CCCCC1)N1C(=O)C2C3C=CC(C3)C2C1=O (configuration not stated)	3	103	6	0.5	4	-30	-5	1	2.7	-5
COc1ccc2oc(-c3ccncc3)cc(=O)c2c1	11	98	7	0.3	-1	-4	13	-1	1.1	-1
COc1ccc(NC(=O)/C(=C\c2cccs2)NC(=O)c2ccco2)cc1	2	102	-4	0.3	-15	0	6	0	-0.2	9

# The closing 2 records of the section before open the next one:
mol	Exocytosis inh	ABCB6 inh 2	ABHD5-PLIN5 inh	aDG glyco act	TLR9-MyD88 block	NOD2 RIPK2 PPI	Vif inh	Glyco luc inh	MC4R ag barr	MC4R antagonist
COc1ccc2oc(-c3ccncc3)cc(=O)c2c1	11	98	7	0.3	-1	-4	13	-1	1.1	-1
COc1ccc(NC(=O)/C(=C\c2cccs2)NC(=O)c2ccco2)cc1	2	102	-4	0.3	-15	0	6	0	-0.2	9
Cc1ccc(C)c(NC(=O)c2cc3ccccc3o2)c1	0	187	-1	0.0	-1	2	1	-1	1.0	10
CCNS(=O)(=O)c1ccc(NC(=O)Nc2cccc(C(F)(F)F)c2)cc1	-2	95	-9	1.0	12	10	-8	-13	1.4	10
CN(C(=O)COC(=O)c1ccc2c(=O)n3c(nc2c1)CCC3)c1ccccc1	-4	93	1	-0.2	-6	-10	0	1	-1.6	2
CCN(c1ccccc1)S(=O)(=O)c1ccc2[nH]c(=O)c(=O)[nH]c2c1	0	102	-7	-0.1	9	-1	11	2	-2.0	-2
CCn1c(CC(=O)Nc2ccccc2)nnc1SCC(=O)Nc1nncs1	5	99	-1	-0.1	-9	1	1	0	0.1	11
O=C(COc1ccc2c3c(c(=O)oc2c1)CCC3)NCCN1CCOCC1	0	97	-1	0.1	-3	-15	-2	3	-3.0	-4
CCOc1ccc(CCN2C(=O)C(=O)N([C@@H](CC(C)C)CN3CCC[C@H]3CN3C(=O)C(=O)NC[C@@H]3CC(C)C)C[C@@H]2Cc2ccccc2)cc1	1	93	11	-0.2	·	-8	·	·	·	·
CC(C)Cc1ccccc1S(N)(=O)=O	-8	99	-2	0.0	-8	5	-4	-2	-1.4	4
CCOc1ccc(/C=C\c2nc(O)c([N+](=O)[O-])c(=O)[nH]2)cc1OCC	0	98	5	0.3	-9	-2	-1	0	-0.1	9
O=S(=O)(/N=C(/Nc1cc(N2CCOCC2)ncn1)c1ccccc1)c1ccccc1	-2	107	5	0.0	-5	0	12	3	-1.2	12
O=C1c2ccccc2C(=O)N1CCOc1ccccc1	3	98	-4	-0.1	-10	-1	14	1	-1.9	9
O=C(NCCCSc1ccccc1)c1cccnc1	-1	95	1	-0.1	-7	-13	-5	0	-4.1	1
CC(C)N1C(=O)NC2(c3ccccc3)N(C)C(=O)N(C)C12c1ccccc1 (configuration not stated)	-8	103	4	-0.1	2	0	0	2	-1.3	7
COc1ccccc1-c1sc2cc3c(cc2c1-c1ccc2c(c1)OCO2)OCO3	-2	96	-4	-0.4	-6	-9	2	-2	0.4	-4
O=C(/C=C/c1ccc(F)cc1)N1CCN(S(=O)(=O)/C=C/c2ccccc2)CC1	-8	97	2	-0.2	8	3	-3	0	-1.3	9
Cc1ccc(-n2c(N)c(Br)c(=O)[nH]c2=O)cc1C	-3	99	1	0.6	2	-9	14	1	-1.7	3
Cc1ccc(C)c(-n2c(-c3ccc(Br)cc3)csc2=NC(=O)c2ccccc2F)c1	41	100	-4	0.2	-11	-11	·	-12	-1.6	9
Cc1nn(-c2ccccc2)c(C)c1/C=N/O	2	102	3	0.0	-9	3	-4	-1	-0.3	-4
COc1ccc(NC(=O)CNc2cccc(S(=O)(=O)N3CCCCCC3)c2)c([N+](=O)[O-])c1	-3	92	1	-0.2	-8	-3	-1	-4	-1.5	-4
COc1ccc2[nH]c3c(c2c1)CCN1C(=O)N([C@@H](C)C(=O)NC2CCCCC2C)C(=O)[C@]31C (some centres not stated)	-7	104	-3	-0.2	-8	-8	-14	-3	0.9	10
COc1ccc(-c2nnc(SCC(=O)c3cc(C)n(Cc4cccs4)c3C)o2)cc1	0	94	-5	0.2	-11	5	8	-2	-0.2	7
CSc1cccc(NC(=O)NNC(=O)C2CCN(S(=O)(=O)N(C)C)CC2)c1	-3	88	11	-0.1	-10	8	1	2	-1.8	-1
